# SSB-PriA inh: inhibitors of Klebsiella pneumoniae PriA binding to SSB C-terminal tail, primary screen, biochemical, AlphaScreen. AID 1272365, 2023. PriA–SSB C-terminal tail interaction (Klebsiella pneumoniae). 0.6% of 430,000 active. AlphaScreen SSBct-PriA binding, biotinylated peptide. inhibition, % at 33 µM; in the data active means inhibition mostly above about 37%, no sharp cut-off; inactive means mostly below about 20%;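 further: plate controls were negative control peptide for no effect and reference peptide for full effect; strong numbers were not always called active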
# BoNT A protease: BoNT/A light chain protease inhibitors, primary screen, biochemical, flow cytometry, MLPCN library. Botulinum neurotoxin type A light chain protease (Clostridium botulinum A str. ATCC 3502). inhibition, % at 10 µM. 0.17% of 360,000 active. multiplex microsphere protease substrate cleavage. AID 588499, 2011; further: plate controls were buffer without enzyme for full effect and enzyme alone for no effect
# SARS 3CLpro inh: SARS-CoV 3CLpro protease inhibitors, primary screen, biochemical, quenched FRET; recombinant SARS-CoV 3CLpro, quenched FRET peptide cleavage; Replicase polyprotein 1ab (Severe acute respiratory syndrome coronavirus), P0C6X7; 0.14% of 290,000 active; AID 1706, 2009; inhibition, % at 6 µM; in the data active means inhibition above about 12%
# Anthrax LF prot: Bacillus anthracis LF protease inhibitors, primary screen, biochemical, multiplex microsphere, MLPCN library. Lethal factor (Bacillus anthracis), P15917. multiplex microsphere protease cleavage assay. inhibition, % at 10 µM. 0.12% of 360,000 active; further: plate controls were buffer without enzyme for full effect and enzyme alone for no effect
# Target sequence (P15917 whole entry, looked up): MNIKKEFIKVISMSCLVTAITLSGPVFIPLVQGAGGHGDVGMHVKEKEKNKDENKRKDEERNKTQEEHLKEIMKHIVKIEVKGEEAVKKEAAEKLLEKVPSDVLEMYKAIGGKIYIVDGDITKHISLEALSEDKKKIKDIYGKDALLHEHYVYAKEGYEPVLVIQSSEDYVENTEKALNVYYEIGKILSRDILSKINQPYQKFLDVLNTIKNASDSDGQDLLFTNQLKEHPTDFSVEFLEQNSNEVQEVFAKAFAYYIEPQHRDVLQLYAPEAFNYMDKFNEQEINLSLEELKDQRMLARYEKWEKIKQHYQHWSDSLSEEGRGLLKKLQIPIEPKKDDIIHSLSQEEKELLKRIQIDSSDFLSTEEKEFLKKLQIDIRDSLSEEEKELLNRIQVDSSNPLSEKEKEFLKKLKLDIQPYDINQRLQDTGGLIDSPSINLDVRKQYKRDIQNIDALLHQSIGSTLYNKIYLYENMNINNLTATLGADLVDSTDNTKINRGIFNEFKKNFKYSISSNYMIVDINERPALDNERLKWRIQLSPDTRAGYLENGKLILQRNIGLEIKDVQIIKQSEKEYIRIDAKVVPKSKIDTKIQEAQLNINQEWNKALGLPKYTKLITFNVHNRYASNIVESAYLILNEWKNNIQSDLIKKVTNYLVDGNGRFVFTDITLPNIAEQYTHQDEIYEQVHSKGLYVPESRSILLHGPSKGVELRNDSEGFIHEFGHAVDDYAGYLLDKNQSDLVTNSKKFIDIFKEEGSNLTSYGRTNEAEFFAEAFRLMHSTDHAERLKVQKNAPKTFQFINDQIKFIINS
# PfHsp40 yeast: rescue of yeast from PfHsp40 toxicity, primary screen, S. cerevisiae, ATP luminescence. S. cerevisiae expressing PfHsp40, growth rescue. growth rescue, % at 12.5 µM. 0.68% of 340,000 active; in the data active means growth rescue above about 28%, passing the limit was not always enough;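 further: yeast W303a lacking pdr1 and pdr3 grown in galactose medium; growth measured after three days at 30 °C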
# BH1578 lux ind: inducers of Vibrio cholerae quorum light production without autoinducers, primary screen, BH1578 luxS cqsA deficient, single point; V. cholerae BH1578 lux reporter, luminescence, 6 h; activation, % at 18.7 µM; 0.16% of 350,000 active; in the data active means activation mostly above about 9.7%, no sharp cut-off; further: not every result past the cut was called active; inactives centre near 0; reference of the scale not given here
# PrPC surface inh: inhibitors of human cell surface prion protein PrPC, primary screen, cell-based, TR-FRET | TR-FRET read-out | Major prion protein (Homo sapiens), P04156 | AID 720596, 2013 | 0.43% of 370,000 active | inhibition, % at 13.8 µM; in the data active means inhibition above about 24%; further: 0% = median of the test wells and 100% = reference compound wells
# TcdB GH inh: TcdB glycohydrolase inhibitors, primary screen, biochemical, single point, plate reader. TcdB glycohydrolase enzymatic assay. inhibition, % at 9.99 µM. Toxin B (Clostridioides difficile), P18177. 0.24% of 350,000 active; in the data active means inhibition above about 10%
# Yp Topo-I inh: Yersinia pestis topoisomerase I inhibitors, primary screen, biochemical, cleavage product accumulation, plate reader, single point. AID 504884, 2011. Y. pestis Topo-I cleavage product accumulation. 0.064% of 360,000 active. activity, % at 10 µM; in the data active means activity above about 50%, passing the limit was not always enough; further: inactives centre near 2
# * marks the source's active call; other numbers are inactive results; i = inactive; . = not tested or not shown. Unless noted, no stated cut-off is given here; in the data, active means inhibition above about 30%; inconclusive means no clear call, values can overlap the other calls; inactive means below that.
1. CCC(C)c1ccccc1N1CC(C(=O)N2CCN(S(=O)(=O)c3ccc(F)cc3)CC2)CC1=O (stereo not given)
2. COC(=O)C(C)Sc1nc(NCc2ccccc2)nc(N(C)C)n1 (stereo not given)
3. COc1cc2c(cc1OC)C(c1ccc3c(c1)OCO3)C1=C(CC(C)(C)CC1=O)N2 (stereo not given)
4. Cc1noc(C)c1CSc1nnc(-c2ccncc2)n1-c1ccc(Cl)c(Cl)c1
5. O=C(COC(=O)CCC(=O)c1ccc(Cl)cc1)NCc1ccco1

compound no.	1	2	3	4	5
SSB-PriA inh	44*	-1	7	-7	-8
BoNT A protease	4.2	0.1	-0.3	0.2	-0.7
SARS 3CLpro inh	.	0	0	3	5
Anthrax LF prot	0	0	-2	0	-2
PfHsp40 yeast	0.3	2.0	-2.0	-0.8	-1.2
BH1578 lux ind	-2.6	-0.3	i	-0.4	-0.3
PrPC surface inh	0	-7	-8	-3	-3
TcdB GH inh	-0.2	1.1	.	.	2.7
Yp Topo-I inh	15	-2	12	11	18

6. CCCc1cc(=O)[nH]c2nnc(SCC(=O)Nc3nccs3)n12
7. CCCCn1c(N)c(NCC(C)C)c(=O)[nH]c1=O
8. C=C(C)C(=O)Nc1cccc(C(C)=O)c1
9. O=C(CSCc1cccc(Cl)c1)OCc1nc2ccsc2c(=O)[nH]1
10. COCCN1C(=O)CCC1(C)c1nnnn1Cc1ccccc1 (stereo not given)

compound no.	6	7	8	9	10
SSB-PriA inh	-14	-13	0	5	.
BoNT A protease	.	-0.9	-1.1	1.2	0.3
SARS 3CLpro inh	.	3	-5	.	.
Anthrax LF prot	.	-8	-5	-3	7
PfHsp40 yeast	0.8	-1.0	-0.5	-1.3	.
BH1578 lux ind	-0.2	i	-0.3	-0.5	.
PrPC surface inh	6	8	-4	3	-3
TcdB GH inh	-2.2	0.9	.	4.5	1.0
Yp Topo-I inh	7	4	4	8	.

11. Cc1ccc(C)c(N2CCN(C(=O)c3nn(C)c4c3CS(=O)(=O)c3ccccc3-4)CC2)c1
12. O=C(N/N=C/c1cn[nH]c1-c1ccc(F)cc1)c1ccncc1
13. Cn1nnnc1-c1cc(Br)ccc1NC(=O)c1ccccc1
14. COC(=O)c1ccc(NC(=S)NC(=O)C2CCC2)cc1
15. CCSc1nnc(NC(=O)c2cc(OC)c(OC)c(OC)c2)s1

compound no.	11	12	13	14	15
SSB-PriA inh	8	.	0	8	-1
BoNT A protease	-0.8	-1.2	0.3	-2.4	-0.6
SARS 3CLpro inh	2	0	-2	1	-5
Anthrax LF prot	-2	-7	-2	-2	-4
PfHsp40 yeast	-0.8	0.0	1.2	1.9	0.4
BH1578 lux ind	i	i	i	-4.5	-0.3
PrPC surface inh	3	-1	0	4	7
TcdB GH inh	0.8	.	.	1.4	-3.4
Yp Topo-I inh	22	-3	3	14	-12

16. N#Cc1ccc(Nc2nc(-c3ccc(O)cc3O)cs2)cc1C(F)(F)F
17. O=c1[nH]c(=S)[nH]c(O)c1N=Nc1cc2c(cc1[N+](=O)[O-])OCO2
18. Cc1cccc(NC(=O)c2cc(S(=O)(=O)N3CCC4(CC3)OCCO4)ccc2F)c1
19. O=C(Nc1nnc(SCc2ccc(F)cc2)s1)c1ccccn1
20. c1coc(-c2nnc(SCc3nc4ccccc4[nH]3)o2)c1

compound no.	16	17	18	19	20
SSB-PriA inh	0	-6	-7	78*	-10
BoNT A protease	-0.1	-1.2	-0.3	-3.3	3.6
SARS 3CLpro inh	.	2	0	6	0
Anthrax LF prot	2	-1	-4	-5	1
PfHsp40 yeast	1.7	4.3	1.6	161*	0.7
BH1578 lux ind	-8.1	i	-0.7	i	i
PrPC surface inh	.	3	-2	16	.
TcdB GH inh	.	0.8	0.7	0.8	3.1
Yp Topo-I inh	-22	2	4	-5	-2

21. Cc1nn2c(nc(N3CCCCC3)c3ccccc32)c1C=O
22. O=C(O)c1ccc(C[n+]2c(-c3ccccc3)csc2Nc2ccccc2)cc1
23. Cc1ccc(OCc2cc(C(=O)NCCn3cccn3)no2)cc1C
24. O=C(CSCc1ccccc1F)NCc1ccccc1
25. CN(C)CCCNC(=O)CCc1nc2ccccc2c(=O)[nH]1

compound no.	21	22	23	24	25
SSB-PriA inh	-10	-6	-2	-9	-5
BoNT A protease	0.7	-0.5	1.6	0.2	0.8
SARS 3CLpro inh	-3	2	-4	2	-3
Anthrax LF prot	-4	-1	0	1	9
PfHsp40 yeast	1.7	-0.8	1.2	0.8	-1.8
BH1578 lux ind	-1.0	-0.1	-0.2	-0.6	i
PrPC surface inh	0	12	6	-2	4
TcdB GH inh	1.5	.	1.4	1.0	.
Yp Topo-I inh	6	19	11	5	1

26. CC(NC(=O)c1cccc(S(=O)(=O)N2CCc3ccccc32)c1)c1ccco1 (stereo not given)
27. CCOc1ccc(N2C(=O)C3ON(C)C(c4ccc([N+](=O)[O-])cc4)C3C2=O)cc1 (stereo not given)
28. C=C[C@@H]1c2ccccc2N(S(=O)(=O)c2ccc(C)cc2)[C@H](c2ccc(C(=O)OC)cc2)C1(C#N)C#N
29. c1ccc(-c2nn3c(-c4ccco4)nnc3s2)nc1
30. C/C(=N\OCC(=O)Nc1ccc(OC(F)(F)F)cc1)c1ccc2c(c1)OCCO2

compound no.	26	27	28	29	30
SSB-PriA inh	3	-5	-10	2	.
BoNT A protease	-0.3	0.5	-0.3	-0.1	1.8
SARS 3CLpro inh	.	3	.	-7	4
Anthrax LF prot	-6	9	4	0	3
PfHsp40 yeast	-1.1	-0.9	2.2	-0.3	25
BH1578 lux ind	-0.6	i	i	i	-0.1
PrPC surface inh	-1	-10	-1	0	4
TcdB GH inh	0.9	0.5	-0.4	.	1.3
Yp Topo-I inh	26	-12	2	0	19

31. O=C(COc1ccc(Cl)cc1Cl)NC(=S)N1CCCc2ccccc21
32. O=C(Nc1ccc(S(=O)(=O)N2CCCC2)cc1)c1ccc(CN2CCOCC2)cc1
33. CC(C)Cn1c2c(c(O)c(C(=O)Nn3c(Cc4ccccc4)nc4ccccc4c3=O)c1=O)CCCC2
34. Cc1ccc(NC(=O)CN2C(=O)N/C(=C/c3ccc(N4CCOCC4)cc3)C2=O)cc1
35. CCNC(=S)Nc1cccc(F)c1C

compound no.	31	32	33	34	35
SSB-PriA inh	30	-4	6	-3	-21
BoNT A protease	11	-0.5	-2.2	-0.5	-0.7
SARS 3CLpro inh	0	-7	-4	-1	4
Anthrax LF prot	15	1	-2	-1	2
PfHsp40 yeast	-0.1	-1.1	0.5	0.4	1.6
BH1578 lux ind	-1.1	0.2	-0.5	-0.2	-0.7
PrPC surface inh	-10	0	4	-19	0
TcdB GH inh	1.3	.	0.3	.	1.7
Yp Topo-I inh	2	-10	20	-22	-2

36. O=C1c2cccc3cccc(c23)C(=O)N1/N=C/c1ccc(O)cc1O
37. COc1cccc(Nc2nc3ccccc3nc2-n2nc(C)cc2C)c1
38. CCOC(=O)N1CCC(NS(=O)(=O)c2ccc3c(c2)OCC(=O)N3)CC1
39. C=CC[n+]1ccc2ccccc2c1C

compound no.	36	37	38	39
SSB-PriA inh	.	-74	1	0
BoNT A protease	0.7	14	-0.1	1.6
SARS 3CLpro inh	7	-4	-1	0
Anthrax LF prot	-2	9	2	7
PfHsp40 yeast	-1.6	1.4	-0.6	0.4
BH1578 lux ind	1.4	-0.2	i	-0.4
PrPC surface inh	-38	2	-2	1
TcdB GH inh	.	0.6	.	-0.3
Yp Topo-I inh	-3	10	4	-15

# One compound at a time, as listed above. Screens in order: SSB-PriA inh	BoNT A protease	SARS 3CLpro inh	Anthrax LF prot	PfHsp40 yeast	BH1578 lux ind	PrPC surface inh	TcdB GH inh	Yp Topo-I inh
# Listed for CCOC(=O)N1CCC(NS(=O)(=O)c2ccc3c(c2)OCC(=O)N3)CC1 → 1	-0.1	-1	2	-0.6	i	-2	.	4
# Listed for O=C1c2cccc3cccc(c23)C(=O)N1/N=C/c1ccc(O)cc1O → .	0.7	7	-2	-1.6	1.4	-38	.	-3

# Gathered by group, the entries above with fluorine
1. CCC(C)c1ccccc1N1CC(C(=O)N2CCN(S(=O)(=O)c3ccc(F)cc3)CC2)CC1=O (stereo not given)
12. O=C(N/N=C/c1cn[nH]c1-c1ccc(F)cc1)c1ccncc1
16. N#Cc1ccc(Nc2nc(-c3ccc(O)cc3O)cs2)cc1C(F)(F)F
18. Cc1cccc(NC(=O)c2cc(S(=O)(=O)N3CCC4(CC3)OCCO4)ccc2F)c1
19. O=C(Nc1nnc(SCc2ccc(F)cc2)s1)c1ccccn1
24. O=C(CSCc1ccccc1F)NCc1ccccc1
30. C/C(=N\OCC(=O)Nc1ccc(OC(F)(F)F)cc1)c1ccc2c(c1)OCCO2

compound no.	1	12	16	18	19	24	30
SSB-PriA inh	44*	.	0	-7	78*	-9	.
BoNT A protease	4.2	-1.2	-0.1	-0.3	-3.3	0.2	1.8
SARS 3CLpro inh	.	0	.	0	6	2	4
Anthrax LF prot	0	-7	2	-4	-5	1	3
PfHsp40 yeast	0.3	0.0	1.7	1.6	161*	0.8	25
BH1578 lux ind	-2.6	i	-8.1	-0.7	i	-0.6	-0.1
PrPC surface inh	0	-1	.	-2	16	-2	4
TcdB GH inh	-0.2	.	.	0.7	0.8	1.0	1.3
Yp Topo-I inh	15	-3	-22	4	-5	5	19

35. CCNC(=S)Nc1cccc(F)c1C

compound no.	35
SSB-PriA inh	-21
BoNT A protease	-0.7
SARS 3CLpro inh	4
Anthrax LF prot	2
PfHsp40 yeast	1.6
BH1578 lux ind	-0.7
PrPC surface inh	0
TcdB GH inh	1.7
Yp Topo-I inh	-2

# Only part of the results is shown; the hit share may differ from the screen's.
